D1 PAM – human D1 dopamine receptor positive modulation; P21728; HEK293 TREx D1 cells, calcium flux, dopamine EC20 potentiation; potentiation, % at 10 µM; 360,000 tested, 0.036% active; AID 504651; in the data active = potentiation above about 30%; also: 0% is about no effect
D2 antagonist – antagonists of human D2 dopamine receptor | P14416 | HEK293 TREx D2 cells, calcium flux, dopamine EC80 | inhibition, % at 10 µM | 340,000 tested, 2% active | AID 485344; in the data active = inhibition above about 30%; also: 0% is about no effect
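Overnight-induced (tetracycline, 30 C) HEK293 T-REx cells carrying force-coupled D2 receive a no-wash calcium dye, then compound, then EC80 dopamine at 180 s; signals are read kinetically throughout.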
TRHR enhancer – TRH receptor (human) allosteric enhancement; TRHR cells, fluo-8 calcium fluorescence, EC20 TRH enhancement; 360,000 tested, 0.66% active; enhancement, % at 2 µM; P34981; AID 493056; in the data active = enhancement above about 30%; also: 0% is about no effect
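TRHR-expressing cells loaded with fluo-8 calcium dye were read kinetically (ex 480/em 530) during compound addition, then stimulated with an EC20 of TRH (10 nM final). Enhancement of the Gq-mediated intracellular calcium response was scored.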
RXFP1 antagonist – RXFP1 (human) relaxin receptor antagonism; Q9HBX9; HEK293-RXFP1, relaxin-stimulated cAMP HTRF, 30 min; hits give low values; activity change, negative = inhibition, % at 57.5 µM; 350,000 tested, 0.59% active;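 active = activity change of -60% or lower, but not beyond a set lower limit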; also: % is scaled to controls: 0 for no effect and ±100 for the full control effect
Target sequence (Q9HBX9 whole entry, looked up): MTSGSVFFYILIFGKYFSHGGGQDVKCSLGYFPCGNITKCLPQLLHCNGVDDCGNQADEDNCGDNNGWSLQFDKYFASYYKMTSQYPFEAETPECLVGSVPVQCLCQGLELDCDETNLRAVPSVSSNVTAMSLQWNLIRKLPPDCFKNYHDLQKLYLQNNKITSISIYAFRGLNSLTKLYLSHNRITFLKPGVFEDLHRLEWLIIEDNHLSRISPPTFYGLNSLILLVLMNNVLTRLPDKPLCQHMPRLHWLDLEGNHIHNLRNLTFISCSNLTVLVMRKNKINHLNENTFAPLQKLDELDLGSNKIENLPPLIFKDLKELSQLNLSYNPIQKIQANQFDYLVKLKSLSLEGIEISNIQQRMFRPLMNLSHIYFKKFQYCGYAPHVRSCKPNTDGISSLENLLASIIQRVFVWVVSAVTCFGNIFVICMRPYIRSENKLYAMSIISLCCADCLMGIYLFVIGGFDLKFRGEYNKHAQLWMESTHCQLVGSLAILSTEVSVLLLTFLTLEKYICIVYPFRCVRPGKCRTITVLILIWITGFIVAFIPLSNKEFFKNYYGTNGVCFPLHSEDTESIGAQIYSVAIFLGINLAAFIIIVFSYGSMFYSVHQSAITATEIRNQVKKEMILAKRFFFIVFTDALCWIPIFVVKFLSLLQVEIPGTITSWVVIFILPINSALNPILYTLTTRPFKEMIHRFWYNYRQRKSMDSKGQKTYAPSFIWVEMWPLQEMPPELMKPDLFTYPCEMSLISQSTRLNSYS
D2 potentiator – positively modulates the human D2 dopamine receptor allosterically; P14416; HEK293 T-REx D2, calcium flux, EC20 dopamine potentiation; potentiation, % at 10 µM; 340,000 tested, 0.34% active;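 active = potentiation over 3 SD above the plate norm, cut at about 30% in these data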; also: 0% is about no effect
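Using a no-wash calcium dye in inducible, force-coupled HEK293 Trex cells expressing D2, we tracked fluorescence each second for 180 s after compound, then for 180 s after EC20 dopamine to detect augmented signalling.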
TRHR ag – agonists of human TRH receptor | 360,000 tested, 0.18% active | AID 493084 | TRHR cells, calcium flux fluo-8, FDSS agonist mode | activation, % at 2 µM; also: 0% is about no effect
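In this calcium-flux screen, cells bearing human TRHR are dye-loaded with fluo-8, baselined for 10 cycles, then exposed to library compounds; positive kinetic calcium responses during the agonist phase mark hits, with TRH as control.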
D1 ag – agonists of human D1 dopamine receptor. P21728. HEK293 T-REx D1 cells, calcium flux, agonist mode. activation, % at 2 µM. 360,000 tested, 1% active. AID 504660; also: 0% is about no effect
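Tetracycline-induced HEK293 TREx D1 cells, force-coupled to calcium signalling, were dye-loaded with a no-wash calcium kit. Compound was pin-added after a 10 s baseline. Fluorescence was read kinetically at 1 cycle/s for 180 s, with calcium rises flagged as agonism.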
D2 ag – agonists of human D2 dopamine receptor | 340,000 tested, 0.53% active | activation, % at 2 µM | HEK293 T-REx D2 cells, calcium flux agonist mode | P14416;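 active = activation over 3 SD above normal in the single-dose calcium agonist read, cut at about 30% in these data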; also: 0% is about no effect
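Agonism is scored from calcium flux in a force-coupled, inducible HEK293 cell line expressing D2, read kinetically for 180 s after compound addition against dopamine controls.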
D1 antagonist – blocks dopamine activation of the human D1 receptor; activity change, negative = inhibition, % at 10 µM; P21728; 360,000 tested, 3.2% active; HEK293 TREx D1 cells, calcium flux, dopamine EC80; hits give low values; in the data active = activity change below about -30%; also: % is scaled to controls: 0 for no effect and ±100 for the full control effect
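Tetracycline-induced HEK293 T-REx cells with force-coupled D1 receptor were loaded with a no-wash calcium dye. Compound was added after a 10 s baseline and read kinetically for 180 s; EC80 dopamine was then added and calcium flux followed another 180 s.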
Active calls of the source: *; x = not tested or not shown. Rule as the data show it, unless noted: active = activation above about 30%; inactive = the rest. Compounds were not picked by outcome; any-hit rate near 7.3%.

Molecule | D1 PAM | D2 antagonist | TRHR enhancer | RXFP1 antagonist | D2 potentiator | TRHR ag | D1 ag | D2 ag | D1 antagonist
O=C(Nc1cccc(C(F)(F)F)c1)c1cccnc1N1CCOCC1 | 2 | -2 | -3 | 3 | 0 | -0.3 | 0 | 1.4 | 3
COc1ccc(C(CNC(=O)c2ccc(OCc3c(C)noc3C)cc2)N2CCCC2)cc1 (stereo not drawn) | -3 | 4 | 1 | 2 | 1 | 2.0 | 14 | 0.9 | -4
COc1ccc(-c2nc3cc(NC(=O)CSc4ccc(C)cc4)ccc3o2)cc1 | 2 | x | 23 | -8 | 10 | 1.1 | 5 | 0.2 | 5
O=C(O)c1ccccc1S(=O)(=O)NCC(O)COc1ccc(Br)cc1 (stereo not drawn) | 1 | 14 | -8 | 16 | -2 | 0.8 | 3 | 0.4 | -7
O=C(COC(=O)[C@H](Cc1ccccc1)NS(=O)(=O)c1ccccc1F)NC1CCCCC1 | -5 | 3 | 3 | -6 | 0 | -0.9 | 1 | 0.2 | 6
CC(=O)c1cc(CN2CCN(C(C)C)C(CCO)C2)cs1 (stereo not drawn) | 8 | -9 | -4 | 15 | -1 | 0.2 | 2 | 0.2 | 5
NC1=NS(=O)(=O)NC1c1ccc(Cl)cc1 (stereo not drawn) | -10 | -5 | 0 | -4 | -9 | 0.4 | 1 | 1.5 | -6
CCN(CC(=O)NC(=O)NC1CCCCC1)Cc1nc2ccccc2c(=O)[nH]1 | -2 | 12 | -17 | -7 | 1 | -0.7 | -2 | 0.4 | x
Cc1cc(NC(=O)CON=C(N)CC(=O)Nc2ccccc2Cl)ccc1Br | 3 | -3 | -6 | -18 | -18 | -0.5 | 2 | 0.1 | -4
Cc1ccccc1-c1nc(CN2CCC(C(=O)NCCCN3CC(C)CC(C)C3)CC2)c(C)o1 (stereo not drawn) | -10 | -10 | -3 | -14 | -5 | 0.5 | 17 | 1.9 | -7
CCC(=O)N1CCc2cc(Br)cc(S(=O)(=O)CCC(=O)Nc3ccc(C)c(C)c3)c21 | -2 | x | 11 | 4 | 1 | -0.2 | 1 | -0.2 | 1
CC(C)Oc1ccc(C(=O)Nc2nnc(C3=COCCO3)o2)cc1 | 5 | 17 | -15 | -34 | 7 | -0.2 | 3 | 0.5 | 6
Cc1c(Cl)cccc1NC(=O)CC(Cc1ccccc1)C(=O)O (stereo not drawn) | -4 | 13 | -5 | -6 | -13 | 1.2 | 0 | 0.8 | -3
CCOC(=O)CN1C(=O)N[C@H](c2ccc(Br)cc2)C(C(C)=O)=C1C | -3 | -4 | 3 | x | -7 | -0.7 | 2 | -3.1 | -26
CC(C)N1C(=O)C2C(C(=O)NCc3ccccc3)C3C=CC2(O3)C1C(=O)NC(C)(C)C (stereo not drawn) | -9 | 15 | -1 | 33 | -15 | 0.2 | 1 | 0.2 | 9
Cc1ccc(C(=O)Nc2cc3c(cc2N2CCCCC2)n(C)c(=O)n3C)cc1 | -5 | 0 | -7 | -12 | 16 | -1.3 | 0 | 0.3 | -3
NC(=O)CC(NC(=O)Cc1ccc(Br)cc1)c1ccc(NCC2CC2)c([N+](=O)[O-])c1 (stereo not drawn) | 0 | 16 | -2 | x | 2 | 0.3 | 8 | 0.5 | -2
CCOC(=O)c1ccccc1NC(=S)N1CC(C)CC(C)C1 (stereo not drawn) | -6 | -15 | -4 | -23 | 1 | -1.2 | 5 | -1.1 | -2
CCC1(C)Cc2c(sc3[nH]c(=O)[nH]c(=O)c23)CS1 (stereo not drawn) | -3 | 18 | -6 | -8 | 7 | 0.4 | 3 | 0.1 | 4
COc1ccccc1NC(=O)Cc1noc(CSc2nnc(C(F)(F)F)n2C)n1 | -1 | 2 | 0 | 5 | -10 | -4.5 | 4 | -0.5 | -23
CC(=O)N1CCOc2ccc(S(=O)(=O)N3CCC(C(=O)Nc4ccc(C)cc4C)CC3)cc21 | -2 | -23 | 1 | 2 | 5 | 0.4 | -1 | -2.7 | -10
Cc1ccc(-c2csc(Cc3nc(-c4ccc5c(c4)CCC(=O)N5)cs3)n2)cc1 | -4 | 10 | 18 | -2 | 4 | 1.3 | 2 | -0.1 | -2
CC(=O)N1CCN(c2ccc(S(C)(=O)=O)cc2[N+](=O)[O-])CC1 | -4 | -1 | 11 | -5 | 2 | 0.4 | 2 | 2.2 | 5
CC1CCN(S(=O)(=O)c2cccc(C(=O)NCc3cccs3)c2)CC1 | -6 | -8 | -5 | -39 | 21 | -0.6 | 4 | 0.1 | 1
CC(=O)c1cc2c(cc1NC(=O)CN1CCCCCCC1)OCO2 | 2 | -4 | 23 | -15 | 14 | 0.0 | 4 | -0.8 | 19
COc1ccccc1OC(C)C(=O)Nc1c(C(=O)c2ccc(Cl)cc2)oc2ccccc12 (stereo not drawn) | -1 | x | -2 | x | -18 | 0.3 | 3 | 0.6 | -9
Cc1nc(C)c(C(=O)NNC(=O)Nc2ccc(Cl)cc2)s1 | 0 | 18 | 0 | -3 | -24 | 0.6 | 1 | -0.6 | -2
COc1cc(C)c(C(C)C)cc1S(=O)(=O)NC1CC(C)(C)NC(C)(C)C1 | -4 | 23 | -15 | -14 | -5 | 1.6 | 3 | 1.2 | 18
COc1ccc(-c2ccc(=O)n(CC(=O)NCC3COCCO3)n2)cc1 (stereo not drawn) | -2 | 2 | 5 | 6 | 13 | 0.5 | 1 | 0.0 | 3
C/C(=N\NC(=O)c1cccc(F)c1)c1ccc(Br)s1 | -3 | -14 | 1 | -13 | -4 | -1.2 | 1 | -1.0 | 7
COCCn1ccc2c(OCC(=O)NCCc3ccccc3)cccc2c1=O | 3 | 15 | -6 | -3 | -5 | -0.2 | 1 | -0.3 | 9
COc1ccc(CC(=O)Nc2ccc(N(C)C)c3ccccc23)cc1 | -3 | 13 | -2 | 2 | 1 | -0.5 | 2 | 0.8 | -4
CC(=O)Nc1cccc(/C(C)=N/NC(=O)c2ccc(CN3CCOCC3)cc2)c1 | -3 | 12 | 1 | -26 | 2 | 0.6 | 1 | 0.9 | 1
COC(=O)c1ccccc1NC(=O)c1nc2nc(C)cc(C)n2n1 | 6 | 0 | -3 | -2 | 11 | 0.5 | 1 | 0.3 | 1
CCC(C)NC(=O)CSc1nc2ccccc2c(=O)n1Cc1ccc(OC)cc1 (stereo not drawn) | -4 | 4 | 32* | 4 | 12 | -0.5 | 6 | -0.1 | -5
COC(=O)c1ccccc1NC(=O)Nc1ccc(Br)cn1 | -11 | 10 | 1 | -12 | 0 | 0.1 | 1 | 1.3 | -18
O=C(NCc1ccc2c(c1)OCO2)Nc1ccc(Cl)cc1 | -1 | -3 | -5 | 2 | -10 | -0.3 | 7 | 0.0 | 4
CC(=O)c1sc(NC(=O)c2ccccc2F)nc1C | -2 | 1 | 2 | x | -5 | 0.5 | 2 | 0.5 | -7
COc1nnc(-c2ccc(N3CCCCC3)c(NC(=O)c3ccccc3Cl)c2)c2ccccc12 | -5 | x | -10 | -15 | -2 | -0.5 | 1 | 0.5 | -4
Cc1nc2ccc(S(=O)(=O)N(CC(=O)Nc3ccc(Cl)cc3)Cc3ccccc3)cc2s1 | -7 | x | 2 | -12 | -15 | 0.8 | 5 | 0.5 | -6
CCN(CC(=O)NC(C)(C)C)C(=O)C(c1ccccc1)c1ccccc1 | 5 | -26 | 5 | -3 | 0 | -0.6 | -4 | -0.2 | 27
C/C(=N\NC(=O)c1cc(-c2ccc(C)s2)[nH]n1)c1ccncc1 | -6 | 5 | 3 | -5 | 11 | -0.5 | 0 | -0.3 | 7
CCCCCC1=CCC/C1=N\NC(=O)c1ccc2c(c1)OCO2 | -2 | 31* | -3 | -2 | -3 | -2.1 | 1 | 0.6 | 3
CCOC(=O)c1cnc(-c2ccccc2)nc1C(F)(F)F | -2 | 7 | -3 | -3 | 1 | 0.4 | 1 | -0.6 | 10
Clc1ccccc1-c1nc(Nc2ccccc2)nc2ccc(Br)cc12 | -1 | x | -7 | -5 | 3 | 0.8 | 3 | 0.3 | 1
O=C1Nc2ccccc2N(O)N1c1ccc(S(=O)(=O)N2CCCCCC2)cc1 | -1 | -3 | -4 | 16 | 6 | -0.7 | 3 | 0.2 | 3
O=C(CSc1ccccc1)N1CCc2c([nH]c3ccccc23)C1c1ccc(F)cc1 (stereo not drawn) | -2 | x | 0 | -28 | 4 | 0.6 | 0 | -0.4 | 3
CNS(=O)(=O)c1ccc2c(c1)oc(=O)c1cc(S(=O)(=O)NC)ccc12 | 0 | -4 | 4 | 4 | 3 | 0.0 | -1 | 1.0 | 8
CCc1ccc(-n2c(SCC(=O)N3Cc4ccccc4CC3C(=O)O)nnc2-c2ccncc2)cc1 (stereo not drawn) | -3 | -5 | 5 | 9 | -5 | 0.6 | 3 | -0.3 | 13
COc1ccccc1C1CC(c2cccs2)=Nc2ccccc2S1 (stereo not drawn) | 3 | -7 | 1 | -11 | 3 | 0.4 | 1 | 0.6 | 6
Cc1ccc(S(=O)(=O)N2CCCC2C(=O)n2nc(C)cc2C)cc1 (stereo not drawn) | -3 | -7 | -1 | -16 | 9 | 1.2 | 4 | -1.2 | -8
NNC(=O)CS(=O)(=O)CS(=O)(=O)CC(=O)NN | 6 | x | -2 | 9 | x | 0.6 | 3 | x | -3
CCCCC(=O)Nc1nc(C)c(-c2csc(Nc3cc(OC)ccc3OC)n2)s1 | -7 | 9 | -3 | x | 6 | 0.5 | 2 | 2.9 | -24
Cc1cc(C)n(CCCNC(=O)CCNS(=O)(=O)c2ccccc2C(F)(F)F)n1 | -6 | 7 | -9 | -4 | 3 | -0.1 | 2 | 0.2 | -6
CSc1nc(Nc2ccc(F)cc2)cc(-c2ccccc2)n1 | 0 | x | 5 | -8 | 12 | -0.4 | 3 | -1.6 | 11

Compounds above that have a Cl atom:
Molecule | D1 PAM | D2 antagonist | TRHR enhancer | RXFP1 antagonist | D2 potentiator | TRHR ag | D1 ag | D2 ag | D1 antagonist
NC1=NS(=O)(=O)NC1c1ccc(Cl)cc1 (stereo not drawn) | -10 | -5 | 0 | -4 | -9 | 0.4 | 1 | 1.5 | -6
Cc1cc(NC(=O)CON=C(N)CC(=O)Nc2ccccc2Cl)ccc1Br | 3 | -3 | -6 | -18 | -18 | -0.5 | 2 | 0.1 | -4
Cc1c(Cl)cccc1NC(=O)CC(Cc1ccccc1)C(=O)O (stereo not drawn) | -4 | 13 | -5 | -6 | -13 | 1.2 | 0 | 0.8 | -3
COc1ccccc1OC(C)C(=O)Nc1c(C(=O)c2ccc(Cl)cc2)oc2ccccc12 (stereo not drawn) | -1 | x | -2 | x | -18 | 0.3 | 3 | 0.6 | -9
Cc1nc(C)c(C(=O)NNC(=O)Nc2ccc(Cl)cc2)s1 | 0 | 18 | 0 | -3 | -24 | 0.6 | 1 | -0.6 | -2
O=C(NCc1ccc2c(c1)OCO2)Nc1ccc(Cl)cc1 | -1 | -3 | -5 | 2 | -10 | -0.3 | 7 | 0.0 | 4
COc1nnc(-c2ccc(N3CCCCC3)c(NC(=O)c3ccccc3Cl)c2)c2ccccc12 | -5 | x | -10 | -15 | -2 | -0.5 | 1 | 0.5 | -4
Cc1nc2ccc(S(=O)(=O)N(CC(=O)Nc3ccc(Cl)cc3)Cc3ccccc3)cc2s1 | -7 | x | 2 | -12 | -15 | 0.8 | 5 | 0.5 | -6
Clc1ccccc1-c1nc(Nc2ccccc2)nc2ccc(Br)cc12 | -1 | x | -7 | -5 | 3 | 0.8 | 3 | 0.3 | 1
